# Dynein transport – blocks dynein driven cargo transport along microtubules; 3617.4 mouse cells, GR-EGFP nuclear translocation imaging; test concentration mostly 20 µM; stimulated with dexamethasone, 1 µM; stronger effect = lower value; z-score, hits read low; hit rate 0.47% among 220,000;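 active = plate z-score of nuclear minus cytoplasmic receptor signal below a set negative limit, without overly bright fluorescence or cell loss, cut at about -3.5 in these data, passing the limit was not always enough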;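 also: z-score of nuclear minus cytoplasmic ring GR-EGFP intensity difference per well; some compounds called inactive have numbers as strong as hits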
#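 Schedule: 48 h induction, then 1 h compound, then 30 min agonist, 37 °C. Buffer or medium: tetracycline-free induction medium containing charcoal-stripped FBS. Reagent: 1.0 µM final dexamethasone stimulus. Evaluation: nuclear versus cytoplasmic GR-EGFP signal, averaged per well. Signal: high-content fluorescence imaging after fixation.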
# Autophagy HCS – autophagy modulation, high-content screen | MEF GFP-LC3 puncta imaging; test concentration mostly 10 µM | calls only at 10 µM (by protocol) | hit rate 0.98% among 190,000;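 active = percentage of spot-positive cells more than 3 SD above its plate mean, without a fluorescence outlier flag or 80% toxicity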;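 also: spot-positive cell cutoff set from DMSO-treated cells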
# bCat nuc transl – modulators of beta-catenin nuclear translocation | HeLa beta-catenin nuclear translocation, immunofluorescence imaging | nuclear translocation activity, % at 5 µM | hit rate 0.3% among 190,000 | AID 1665;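 active = nuclear translocation activity above 50% at 5 µM, with a well cell count of 50 or more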;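 also: per-cell ratio of nuclear to cytoplasmic median beta-catenin stain intensity; plate controls were DMSO negative control for no effect and GSK-3 inhibitor IX positive control for full effect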
#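 System: HeLa cells, endogenous beta-catenin; compound dosing: 5 µM primary single dose, 0.1% DMSO, 0.02–20 µM confirmation series; incubation: 24 h compound exposure at 37°C, 5% CO2; signal: beta-catenin immunofluorescence imaging with DAPI; evaluation: % activation, nuclear-to-cytoplasmic median beta-catenin signal ratio per cell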
# Ins promoter up – MIN6 insulin promoter up-regulation | MIN6 insulin promoter-GFP reporter, high-content imaging; stronger effect = higher value | z-score at 5 µM | hit rate 0.3% among 190,000 | AID 1625;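 active = z-score above 3 at 5 µM with at least 500 cells counted in the well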
# AID2073 – inhibitors of Mint1-CaV2.2 protein interaction, biochemical, HTRF (AID 2073); one-dose inhibition, % at 20 µM; IC50 in µM for titrated hits; hit rate 0.19% among 290,000; HTRF protein-protein interaction, Mint1-CaV2.2; higher % means a stronger effect; in the data active = inhibition mostly above about 51%, no sharp cut-off; also: some results filed as inactive read as strong as hits
# WT yeast gro inh – growth inhibition of WT yeast, mitochondrial fusion screen; mitochondrial fusion phenotypic screen, WT strain; hit rate 2.1% among 190,000; AID 1362; inhibition, % at 10 µM; in the data active = inhibition above about 58%; tested in S. cerevisiae
# Yfh1-off respiration – mitochondrial function rescue without frataxin homolog – Friedreich's ataxia, plus single-dose screen, dose response (AID 1465) | fold induction at 50 µM; hits with a dose series show EC50 in µM | hit rate 0.074% among 220,000 | S. cerevisiae Yfh1-off respiration, WST-1 reduction, 72 h; higher fold induction means a stronger effect;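 active = fold induction of absorbance versus untreated yeast above a set limit, then at least 30% activation at any dose in follow-up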;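 also: activators that raise dye reduction in frataxin-depleted yeast; strong numbers were not always called active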
# MT stabilize HCS – microtubule stabilizers in HeLa cells; hit rate 0.83% among 200,000; AID 2205; % tubulin-high responders, % at 10 µM; HeLa tubulin immunostaining HCS, 24 h; share of cells brighter than vehicle mean+2SD;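 active = plate Z-score above 3 for both tubulin-high and condensed-nucleus cell shares, with cell loss under 80%, at 10 µM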;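 also: anti alpha tubulin signal scored within the nucleus-defined area of each cell; some results filed as inactive read as strong as hits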
# HIV fusion peptide – cell-free HIV fusion peptide-binding blockers – biochemical, uHTS, fluorescence dequenching, primary screen (AID 1986). cell-free peptide binding, fluorescence dequenching, 30 min; higher % means a stronger effect. inhibition, % at 20 µM; hits with a dose series show IC50 in µM. hit rate 0.3% among 290,000; in the data active = inhibition mostly above about 52%, no sharp cut-off; inactive = mostly below about 76%; also: some results filed as inactive read as strong as hits
# WT yeast gro inh mutant strain – further read-out of WT yeast gro inh, marked with its call; inhibition, %; mitochondrial fusion phenotypic screen, mutant strain inhibition
# Dynein transport cytoplasmic EGFP – further read-out of Dynein transport, marked with its call; z-score; measured here: cytoplasmic GR-EGFP intensity; stronger effect = higher value
# Dynein transport nuclear GR-EGFP – recorded beside Dynein transport, whose call it bears; z-score; measured here: nuclear GR-EGFP intensity;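 lower value marks the stronger effect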
# Dynein transport cell count – also measured in Dynein transport; calls as there; z-score; measured here: cell count per field
# Ins promoter up cell count – recorded beside Ins promoter up, whose call it bears; cell count; measured here: cytotoxicity, nuclei count;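 total cells summed across four imaged fields per well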
# bCat nuc transl cell count 5 µM – further read-out of bCat nuc transl, marked with its call; cell count; measured here: cell count, cytotoxicity flag
# MT stabilize HCS Hoechst-high % – further read-out of MT stabilize HCS, marked with its call; % Hoechst-high responders; measured here: nuclear condensation Hoechst responders;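 share of cells brighter than vehicle mean plus two SD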
# MT stabilize HCS cytotoxicity % – recorded beside MT stabilize HCS, whose call it bears; toxicity, %; measured here: cytotoxicity by cell density;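 0% = mean cell density of plate MIN control wells and 100% = no cells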
# Autophagy HCS cell loss 18 h – also measured in Autophagy HCS; calls as there; toxicity, %; measured here: cell loss, nuclei count;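 cell loss after 18 h compound exposure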
# * marks the source's active call; other numbers are inactive results; i = inactive; . = no result given; + = active, no number. Rows are unselected; overall some 4.2% were active at least once.
SMILES,Dynein transport,Dynein transport cytoplasmic EGFP,Dynein transport nuclear GR-EGFP,Dynein transport cell count,Autophagy HCS,Autophagy HCS cell loss 18 h,bCat nuc transl,bCat nuc transl cell count 5 µM,Ins promoter up,Ins promoter up cell count,AID2073,WT yeast gro inh,WT yeast gro inh mutant strain,Yfh1-off respiration,MT stabilize HCS,MT stabilize HCS Hoechst-high %,MT stabilize HCS cytotoxicity %,HIV fusion peptide
Cc1ccc(CN2CCC(N3CCC(C(=O)NCC4CCCO4)CC3)CC2)o1 (stereo not drawn),0.031,-0.27,0.51,-0.11,i,-2,0.4,1470,-0.13,1444,-10%,-17,-5,i,1.0,1.1,5.9,0.0%
COC(=O)c1sc(NC(=S)NC(=O)c2ccccc2C)nc1C,-0.82,-0.25,-0.082,0.65,i,-4,2.0,945,0.03,1553,6%,20,7,i,1.0,1.9,5.0,1.1%
CCCn1c(SCC(=O)Nc2cc(C)on2)nc2c1c(=O)n(C)c(=O)n2C,-0.19,-0.25,-0.83,0.64,i,3,.,.,.,.,.,.,.,i,3.5,0.9,4.5,.
COc1ccc2cc(-c3nc4ccccc4n3C)c(=O)oc2c1,0.047,-0.21,0.15,-1.3,i,-6,0.0,1023,0.07,1198,43%,-8,3,i,4.5,2.2,3.3,3.7%
O=C(N/N=C/c1cn(-c2ccccc2)nc1-c1cc2ccccc2o1)c1ccccc1Br,-1.1,-0.15,-0.43,0.55,i,5,1.4,996,-1.8,1033,15%,15,-17,i,1.0,2.3,15,1.3%
CCCCOC(=O)Nc1cc(Cl)ccc1C,-0.85,-0.26,-0.24,0.71,i,-6,-1.0,1089,0.24,853,3%,-7,4,i,2.4,2.5,8.0,-1.1%
O=C(c1cc(F)ccc1F)C1CCCN(C(=O)CCN2CCCCO2)C1 (stereo not drawn),-0.36,-0.32,-0.28,1.1,i,-3,-1.6,1040,0.09,1465,20%,-3,3,i,1.2,1.5,4.9,-0.7%
Cc1cc(C(=O)Nc2cccnc2Cl)on1,2.2,-0.0026,1,-0.83,i,5,-2.2,1236,-0.56,956,1%,-2,11,i,3.9,2.1,1.2,-0.4%
CC1CCN(c2c(NCc3ccc(C(=O)NCc4cccnc4)cc3)c(=O)c2=O)CC1,-0.25,-0.22,0.11,0.42,i,-8,1.3,1089,0.43,1486,15%,-13,3,i,2.7,2.3,9.6,1.6%
CCC(C(=O)OCCN(CC)CC)c1ccccc1 (stereo not drawn),-0.44,-0.29,0.28,0.83,i,2,.,.,.,.,2%,-2,-6,i,2.1,2.7,12,4.8%
Cc1nc(C(=O)NCc2ccccc2)sc1C1(C)CC(c2cccc([N+](=O)[O-])c2)=NO1 (stereo not drawn),0.55,-0.57,0.43,-1.2,.,.,-0.9,1283,-0.15,734,7%,.,.,i,.,.,.,-0.6%
C=CCSc1nc(=O)n2ccc(C)cc2n1,0.44,0.037,0.36,-0.14,i,15,.,.,-0.17,1144,24%,0,-12,i,1.8,1.2,0.8,7.8%

# Next part, overlapping the part above by 2 compounds.
SMILES,Dynein transport,Dynein transport cytoplasmic EGFP,Dynein transport nuclear GR-EGFP,Dynein transport cell count,Autophagy HCS,Autophagy HCS cell loss 18 h,bCat nuc transl,bCat nuc transl cell count 5 µM,Ins promoter up,Ins promoter up cell count,AID2073,WT yeast gro inh,WT yeast gro inh mutant strain,Yfh1-off respiration,MT stabilize HCS,MT stabilize HCS Hoechst-high %,MT stabilize HCS cytotoxicity %,HIV fusion peptide
Cc1nc(C(=O)NCc2ccccc2)sc1C1(C)CC(c2cccc([N+](=O)[O-])c2)=NO1 (stereo not drawn),0.55,-0.57,0.43,-1.2,.,.,-0.9,1283,-0.15,734,7%,.,.,i,.,.,.,-0.6%
C=CCSc1nc(=O)n2ccc(C)cc2n1,0.44,0.037,0.36,-0.14,i,15,.,.,-0.17,1144,24%,0,-12,i,1.8,1.2,0.8,7.8%
CCCCOC(=O)Nc1nnc(SCCOc2ccc(C)cc2)s1,-0.84,-0.29,-0.65,0.77,i,-2,-0.9,1263,-0.54,1500,8%,-12,19,i,4.8,2.1,9.5,0.3%
C/C(NCc1cccnc1)=C(\C#N)C(=O)NCc1ccccc1,-0.62,-0.22,-0.016,0.35,.,.,-3.4,991,-0.13,1228,0%,-5,1,i,1.7,3.0,11,-1.6%
O=C(N/N=C/c1ccccc1Cl)c1nc2ccc([N+](=O)[O-])cc2c(=O)[nH]1,-0.15,-0.26,0.26,-0.26,i,25,-1.7,1150,-0.13,1551,29%,-5,-15,i,3.5,2.1,2.3,44%
CC(=O)N(CC1CCCO1)C1(C(=O)NC2CCCC2)CCCCC1 (stereo not drawn),2,-0.23,1.7,-0.31,i,-10,.,.,-0.78,868,-1%,-9,23,i,2.7,1.1,7.2,-1.2%
OC1(c2ccc3c(c2)OCO3)CCN(Cc2ccc(F)cc2)CC1,-1,-0.19,0.048,-0.033,.,.,0.6,1347,-0.15,1038,-7%,.,.,i,.,.,.,0.7%
NNC(=O)Cn1c(COc2ccc(Cl)cc2)nc2ccccc21,0.029,-0.29,-0.25,-0.24,i,3,-0.1,591,-0.28,1432,5%,2,-25,i,3.7,2.3,3.4,-0.1%
COc1ccc(-c2cc(C(=O)NCc3ccccc3)no2)cc1OC,-0.57,-0.23,-0.042,0.2,i,-14,-2.0,906,2.5,1084,3%,10,7,i,3.0,3.0,12,-2.8%
O=C(CCc1nnc(CCCCc2ccccc2)o1)NCc1cccc(F)c1,0.6,-0.12,0.17,-1.1,i,-10,-0.3,1391,.,.,-10%,14,-3,i,1.7,1.8,5.2,-0.8%
CCCCNC(=O)CN1CCC2(O)CCCCC2C1c1ccccc1OC (stereo not drawn),-0.14,-0.18,0.1,0.13,i,-19,-0.6,1199,.,.,-1%,-1,3,i,2.0,2.3,15,-1.8%
O=C(COc1ccc(Br)cc1Cl)c1ccc[nH]1,0.15,-0.27,0.2,-0.39,i,36,-0.5,858,0.34,1272,25%,23,30,i,7.6,1.2,13,2.1%
Cc1ccc(NC(=O)CCSc2nnnn2-c2ccc3c(c2)OCO3)cc1C,-0.8,-0.26,-0.23,-0.37,i,9,-0.5,1106,0.44,1498,-8%,13,13,i,2.1,2.2,9.8,-0.6%
CC(=O)c1c(C)[nH]c(C(=O)NCc2ccccc2Cl)c1C,-0.36,-0.19,-0.041,0.64,i,-9,-3.4,1278,.,.,13%,-1,19,i,2.0,1.3,7.8,2.5%
O=C(CSc1nnc(NC2CCCCC2)s1)NCc1ccco1,-1.2,-0.31,-0.19,1,i,9,-3.9,1112,-1.2,1183,-2%,-5,9,i,5.8,1.8,3.9,-1.2%
CNC(=S)NNC(=O)c1oc2nc(-c3ccccc3)cc(-c3ccco3)c2c1N,1,0.28,1,-0.64,.,.,-0.7,1339,3.4*,871*,6%,.,.,i,.,.,.,138%
BrC(=C\c1ccccc1)/C=N/N1CCN(Cc2ccccc2)CC1,-0.56,-0.15,-0.4,-1.2,i,-26,-1.8,1087,-0.16,1960,-10%,9,-19,i,1.8,0.8,0.4,-2.0%
CNC(=S)N(Cc1ccco1)Cc1cc2cc(OC)ccc2[nH]c1=O,-1.3,-0.16,-0.9,0.4,i,22,0.1,1462,0.5,1496,-32%,4,-16,i,2.5,1.7,5.5,1.6%
O=C(C[n+]1ccc(-c2nnc3n2CCC3)cc1)c1ccc(Cl)c(Cl)c1,-0.2,-0.24,-0.034,0.58,i,9,1.7,1023,0,1255,14%,1,22,i,2.1,2.7,8.9,0.8%
Cc1ccc(-n2nnnc2-c2cnn(-c3ccc(F)cc3)c2C(F)(F)F)cc1,-0.56,-0.22,-0.077,0.1,i,5,.,.,.,.,-10%,5,3,i,1.1,2.5,7.9,-1.5%
CC1Cc2ccccc2N1C(=O)Cn1c(=O)oc2cc(S(=O)(=O)N3CCCCC3)ccc21 (stereo not drawn),-0.9,-0.22,-0.42,0.14,i,0,.,.,0.23,731,12%,-10,-12,i,2.7,3.1,11,-0.3%
CCCCNC(=O)CCn1c(=O)c2ccccc2n(CC(=O)NCCc2ccc(OC)c(OC)c2)c1=O,0.15,-0.13,-0.15,-0.97,i,-16,-2.3,1080,-0.49,1176,-10%,-3,-5,i,6.0,2.1,6.0,-0.5%
O=C(CSCc1c(F)cccc1Cl)Nc1cccnc1,-0.68,-0.24,0.092,0.23,+,-16*,-0.6,1056,-0.41,1565,2%,-2,-5,i,1.1,1.4,5.9,-0.8%
Nc1cc(=O)[nH]c(SCC(=O)NC2CCCc3ccccc32)n1 (stereo not drawn),1.4,-0.5,0.74,-1.7,.,.,-0.1,1279,0.91,1048,5%,.,.,i,.,.,.,-1.0%
Cc1ccc(S(=O)(=O)N2CCCC2C(=O)NCCc2ccccc2)cc1 (stereo not drawn),1.2,-0.38,0.85,0.18,i,-13,0.0,947,-0.36,1696,16%,-17,-17,i,3.3,1.4,3.1,-0.3%
N=c1c2c(-c3ccccc3)c(-c3ccccc3)oc2ncn1CCN1CCOCC1,-0.81,-0.23,-0.051,0.16,i,1,-1.6,854,-1.9,1305,6%,-9,-7,i,7.8,2.9,2.0,-1.2%
COc1ccc(NC(=O)C(=O)N2N=C(C(C)C)CC2(O)C(F)(F)F)cc1 (stereo not drawn),-0.15,-0.2,-0.61,0.95,i,-7,.,.,.,.,4%,24,4,i,1.7,1.5,10,1.2%
COc1ccc(/C=C/CN2CCC(CO)(Cc3ccccc3Cl)CC2)cc1,-0.65,-0.087,-0.39,-0.25,i,1,0.1,1407,.,.,-6%,28,24,i,2.0,2.2,11,-2.0%
